# Screening data (PubChem BioAssay)
# MT stabilize HCS – microtubule stabilizers in HeLa cells | AID 2205 | hit rate 0.83% among 200,000 | HeLa tubulin immunostaining HCS, 24 h; share of cells brighter than vehicle mean+2SD | % tubulin-high responders, % at 10 µM;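 active = plate Z-score above 3 for both tubulin-high and condensed-nucleus cell shares, with cell loss under 80%, at 10 µM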;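 also: anti alpha tubulin signal scored within the nucleus-defined area of each cell; some results filed as inactive read as strong as hits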
# Autophagy mod – modulators of autophagy. MEF GFP-LC3 puncta imaging; test concentration mostly 10 µM. calls only at 10 µM (by protocol). hit rate 0.98% among 190,000;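 active = percentage of spot-positive cells more than 3 SD above its plate mean, without a fluorescence outlier flag or 80% toxicity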;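 also: spot-positive cell cutoff set from DMSO-treated cells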
# K1F lysis inhibition – protection from phage-mediated lysis, alamar blue read-out – E. coli UTI89, K1F phage, bacterial capsule biogenesis inhibitors (AID 488966); E. coli UTI89 K1F phage lysis, alamar blue, 2 h; higher % means a stronger effect; inhibition, % at 100 µM, or IC50 in µM where a hit was titrated; hit rate 0.02% among 340,000;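 active = phage lysis inhibition, versus mean bacterial control, above a set limit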;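 also: capsule biogenesis inhibitors block K1F phage lysis so surviving cells raise fluorescence; higher fluorescence means more inhibition of phage lysis; actives were called in the ten point dose series up to 300 µM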
# P. falciparum M1AAP – malaria alanyl aminopeptidase activity blockers – biochemical, fluorogenic H-Leu-NHMec substrate, 1536-well (AID 1445); recombinant M1AAP, H-Leu-NHMec fluorogenic kinetic assay; higher % means a stronger effect; inhibition, % at 30 µM; hits with a dose series show IC50 in µM; hit rate 0.42% among 220,000;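 active = primary inhibition above the hit cutoff, then over 50% inhibition at one or more dose response concentrations, cut at about 23% in these data, passing the limit was not always enough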;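 also: plate controls were DMSO full reaction for no effect and no enzyme background for full effect; strong numbers were not always called active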
# b-catenin transl – alters nuclear translocation of beta-catenin in HeLa cells; AID 1665; immunofluorescence imaging; nuclear translocation activity, % at 5 µM; hit rate 0.3% among 190,000;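 active = nuclear translocation activity above 50% at 5 µM, with a well cell count of 50 or more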;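 also: per-cell ratio of nuclear to cytoplasmic median beta-catenin stain intensity; plate controls were DMSO negative control for no effect and GSK-3 inhibitor IX positive control for full effect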
#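 System: Human HeLa cells, endogenous beta-catenin | Compound dosing: 5 µM primary, 0.02–20 µM confirmation | Timing: 24 h compound exposure at 37°C, 5% CO2 | Measured by: Fluorescence imaging of beta-catenin antibody stain plus DAPI | Read-out basis: % activation of per-cell nuclear versus cytoplasmic median beta-catenin signal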
# Dynein transport – dynein cargo transport inhibition; hit rate 0.47% among 220,000; 3617.4 mouse cells, GR-EGFP nuclear translocation imaging; test concentration mostly 20 µM; stimulated with dexamethasone, 1 µM; active compounds read low; z-score, hits read low;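 active = plate z-score of nuclear minus cytoplasmic receptor signal below a set negative limit, without overly bright fluorescence or cell loss, cut at about -3.5 in these data, passing the limit was not always enough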;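 also: z-score of nuclear minus cytoplasmic ring GR-EGFP intensity difference per well; some compounds called inactive have numbers as strong as hits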
#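 Buffer or medium: tet-free, stripped-serum medium; Also added: dexamethasone, 1.0 µM final; Technique: high-content fluorescence imaging after fixation; Times: 48 h induction, 1 h compound, 30 min dex at 37 °C; Read-out: per-cell GR-EGFP intensity, nucleus versus surrounding cytoplasmic ring, well-averaged.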
# CSM14.1 death rescue – rescue of cells from ER stress-induced death, primary screen, 384-well, CSM14.1, thapsigargin, ATP luminescence (AID 1222); one-dose cellular ATP content (survival), % at 20 µM; EC50 in µM for titrated hits; CSM14.1 thapsigargin-induced death rescue, ATP luminescence; higher % means a stronger effect; 190,000 tested, under 10 active;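 active = EC50 below 50 µM in the dose-response confirmation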;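 also: death triggered by thapsigargin at about 15 µM added after 2 h compound pretreatment; cell ATP read after overnight thapsigargin exposure of roughly 18 to 22 hours; normalized against plate controls of thapsigargin alone and 5% DMSO vehicle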
# Insulin prom up – MIN6 insulin promoter up-regulation; AID 1625; z-score at 5 µM; MIN6 insulin promoter-GFP reporter, high-content imaging; active compounds read high; hit rate 0.3% among 190,000;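 active = z-score above 3 at 5 µM with at least 500 cells counted in the well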
# M17LAP inhibition – P. falciparum M17LAP inhibitors, primary screen, biochemical, fluorogenic H-Leu-NHMec substrate, 1536-well (AID 1619). recombinant M17LAP, H-Leu-NHMec fluorogenic kinetic assay; higher % means a stronger effect. inhibition, % at 30 µM; hits with a dose series show IC50 in µM. hit rate 0.38% among 220,000;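 active = compound inhibiting the enzyme by more than half at any dose during confirmatory dose-response retesting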;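 also: plate controls were full reaction with DMSO carrier for no effect and no enzyme background for full effect; strong numbers were not always called active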
# Dynein transport cytoplasmic EGFP – second read-out of Dynein transport, no call of its own (marks repeat the call); z-score; measured here: cytoplasmic GR-EGFP intensity; active compounds read high
# Dynein transport nuclear GR-EGFP – second read-out of Dynein transport, no call of its own (marks repeat the call); z-score; measured here: nuclear GR-EGFP intensity;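 lower value marks the stronger effect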
# Dynein transport cell count – also measured in Dynein transport; calls as there; z-score; measured here: cell count per field
# Insulin prom up cell count – further read-out of Insulin prom up, marked with its call; cell count; measured here: cytotoxicity, nuclei count;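 total cells summed across four imaged fields per well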
# b-catenin transl cell count 5 µM – further read-out of b-catenin transl, marked with its call; cell count; measured here: cell count, cytotoxicity flag
# MT stabilize HCS Hoechst-high % – further read-out of MT stabilize HCS, marked with its call; % Hoechst-high responders; measured here: nuclear condensation Hoechst responders;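 share of cells brighter than vehicle mean plus two SD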
# MT stabilize HCS cytotoxicity % – recorded beside MT stabilize HCS, whose call it bears; toxicity, %; measured here: cytotoxicity by cell density;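 0% = mean cell density of plate MIN control wells and 100% = no cells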
# Autophagy mod cell loss 18 h – recorded beside Autophagy mod, whose call it bears; toxicity, %; measured here: cell loss, nuclei count;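 cell loss after 18 h compound exposure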
# Starred values were filed as active, the others as inactive; i = inactive; · = no result given; + = active, no number; [ ] = another dose, or the depositor's remark.
SMILES,MT stabilize HCS,MT stabilize HCS Hoechst-high %,MT stabilize HCS cytotoxicity %,Autophagy mod,Autophagy mod cell loss 18 h,K1F lysis inhibition,P. falciparum M1AAP,b-catenin transl,b-catenin transl cell count 5 µM,Dynein transport,Dynein transport cytoplasmic EGFP,Dynein transport nuclear GR-EGFP,Dynein transport cell count,CSM14.1 death rescue,Insulin prom up,Insulin prom up cell count,M17LAP inhibition
O=C(O)CSc1c2c(nc3cc(C(=O)N4CCOCC4)ccc13)CCCC2,3.7,1.5,2.0,i,5.3,4.3%,0.0%,-1.5,1346,0.00535,-0.0175,-0.174,-0.271,7.7%,-0.37,1661,16.0%
S=c1nc2ccccc2c2nc(-c3ccccc3)[nH]n12,3.0,1.5,5.8,i,-0.2,0.5%,4.2%,-4.3,941,-0.854,-0.363,-0.112,0.0873,-0.5%,0.39,1379,24.4%
O=C(CONS(=O)(=O)c1ccc(Cl)cc1)NCCNc1ncc(C(F)(F)F)cc1Cl,2.3,2.0,8.3,i,14.9,0.2%,2.2%,0.1,1538,0.231,-0.126,0.43,0.0101,-1.0%,-0.22,1546,-1.7%
Cc1nnc(N(Cc2ccco2)C(=O)c2ccc(C#N)cc2)s1,3.3,1.3,2.1,i,-4.1,0.6%,-2.3%,3.3,948,0.176,-0.187,0.0917,0.619,2.4%,0.28,1195,-0.7%
O=C(c1cnn2c1NC(c1ccc(Br)cc1)CC2C(F)(F)F)N1CCN2CCCC2C1 (stereo unspecified),2.5,2.4,14.9,i,-12.2,0.8%,3.3%,-4.6,997,0.558,-0.17,0.269,-0.333,-0.4%,-2.02,1052,23.5%
Cc1cc(/C=C2/NC(=O)NC2=O)c(C)n1C,1.9,1.5,5.0,i,-2.7,-0.1%,11.8%,-1.5,1098,1.02,-0.294,1,-0.858,-6.9%,-0.17,1167,13.5%
CCOC(=O)c1ccc(NC=C2C(=O)OC3(CCCCC3)OC2=O)cc1,3.2,1.8,2.9,i,4.4,0.2%,9.6%,-1.4,1368,1.84,-0.2,-0.115,-0.871,-0.1%,-1.04,1630,0.9%
Cc1ccc(CCNc2ccccc2)c[n+]1[O-],2.2,0.8,2.2,i,12.4,-0.6%,5.7%,-3.2,1208,0.0854,-0.294,0.684,0.27,-1.3%,0.31,959,4.8%
CCn1c(CNC(=O)c2ccco2)nnc1SCC(=O)Nc1ccc(Br)cc1F,3.2,2.3,1.6,i,-7.4,0.3%,5.4%,-2.3,549,-0.207,-0.00318,-0.113,0.919,-0.9%,·,·,19.3%
CCOC(=O)CN1CC23C=CC(O2)C(C(=O)NC2CCCCCC2)C3C1=O (stereo unspecified),7.8,2.6,3.3,·,·,-2.0%,11.6%,-0.9,1153,0.155,-0.273,0.0786,0.212,1.8%,0.16,873,6.1%
Cc1ccc(NC(=S)N2CCCC(CO)C2)c(C)c1 (stereo unspecified),4.8,1.7,8.5,i,-1.0,0.2%,3.2%,0.0,1139,-0.818,-0.352,-0.319,0.429,-0.2%,0.02,1415,-1.3%
O=c1c2ccccc2[nH]c(=S)n1CCN1CCN(Cc2ccccc2)CC1,2.8,2.6,2.7,i,-5.8,0.0%,16.0%,-1.3,1051,-0.997,-0.203,-0.545,0.482,3.0%,0,1794,-1.8%
C=CCNC(=O)/C(C#N)=C\c1cc(Cl)c(O)c(OCC)c1,3.7,1.6,7.4,i,4.6,1.0%[50 µM],1.8%,5.5,1028,1.01,-0.198,0.863,-0.439,-1.7%,-0.28,1480,20.3%
CCOC(=O)c1cc(-c2ccc(F)cc2)n(CC(=O)N2CCCC2)c1C,4.4,5.0,8.4,i,5.5,0.2%,2.6%,-0.5,1082,1.28,-0.304,0.538,-0.447,-3.4%,-0.22,1775,1.6%
O=[N+]([O-])c1ccc(Sc2nccn2Cc2ccccc2)cc1,4.3,1.9,4.6,i,-13.5,-0.9%,-2.4%,-0.3,1327,0.655,-0.232,-0.116,0.577,-0.9%,-0.04,1654,5.8%
CCS(=O)(=O)n1nc(-c2ccccc2)nc1SCc1ccccc1,2.1,2.9,9.9,i,-1.6,-0.4%,5.5%,·,·,-0.602,-0.262,-0.0448,1.28,-4.0%,0.53,1155,-0.8%
COc1cc(NC(=O)c2ccc(F)cc2)c(OC)cc1NC(=O)CN1CCOCC1,1.6,1.7,6.3,+,2.0*,2.4%,0.8%,-0.3,1522,1.68,-0.18,0.873,-1.12,0.6%,·,·,6.3%
COC(=O)c1c(NC(=O)Cc2ccccc2)sc2c1C(C(=O)OC)CC2 (stereo unspecified),4.9,1.3,10.4,i,11.2,0.1%,4.8%,0.6,1054,0.132,-0.323,-0.0186,0.0105,-0.9%,0.71,1256,-0.1%
N#Cc1ccc(-c2nc3cc(C#N)c(C#N)cc3nc2-c2ccccc2)cc1C#N,4.8,4.2,9.9,i,6.7,·,15.0%,-4.0,579,-1.2,-0.112,-0.544,0.639,-1.0%,·,·,0.4%
CCC(=O)N(Cc1cc(=O)[nH]c2ccccc12)c1cccc(C)c1,2.9,2.3,16.9,i,1.3,0.0%,-2.7%,-7.1,985,0.925,-0.398,0.664,-0.327,0.6%,0.18,1333,-6.5%

# Some of these compounds in order of number of heavy atoms, rising.
SMILES,MT stabilize HCS,MT stabilize HCS Hoechst-high %,MT stabilize HCS cytotoxicity %,Autophagy mod,Autophagy mod cell loss 18 h,K1F lysis inhibition,P. falciparum M1AAP,b-catenin transl,b-catenin transl cell count 5 µM,Dynein transport,Dynein transport cytoplasmic EGFP,Dynein transport nuclear GR-EGFP,Dynein transport cell count,CSM14.1 death rescue,Insulin prom up,Insulin prom up cell count,M17LAP inhibition
S=c1nc2ccccc2c2nc(-c3ccccc3)[nH]n12,3.0,1.5,5.8,i,-0.2,0.5%,4.2%,-4.3,941,-0.854,-0.363,-0.112,0.0873,-0.5%,0.39,1379,24.4%
C=CCNC(=O)/C(C#N)=C\c1cc(Cl)c(O)c(OCC)c1,3.7,1.6,7.4,i,4.6,1.0%[50 µM],1.8%,5.5,1028,1.01,-0.198,0.863,-0.439,-1.7%,-0.28,1480,20.3%
O=C(CONS(=O)(=O)c1ccc(Cl)cc1)NCCNc1ncc(C(F)(F)F)cc1Cl,2.3,2.0,8.3,i,14.9,0.2%,2.2%,0.1,1538,0.231,-0.126,0.43,0.0101,-1.0%,-0.22,1546,-1.7%

# (more compounds)
SMILES,MT stabilize HCS,MT stabilize HCS Hoechst-high %,MT stabilize HCS cytotoxicity %,Autophagy mod,Autophagy mod cell loss 18 h,K1F lysis inhibition,P. falciparum M1AAP,b-catenin transl,b-catenin transl cell count 5 µM,Dynein transport,Dynein transport cytoplasmic EGFP,Dynein transport nuclear GR-EGFP,Dynein transport cell count,CSM14.1 death rescue,Insulin prom up,Insulin prom up cell count,M17LAP inhibition
CC1Oc2ccccc2N(CC(=O)NCc2ccc3c(c2)OCO3)C1=O (stereo unspecified),2.7,2.1,3.8,i,-10.1,0.0%,-8.0%,-1.2,1417,0.136,-0.149,-0.0429,-0.618,-1.0%,1.04,1600,6.0%
CCN(CC)C(=O)CSc1nnc(COc2ccccc2)n1CC,3.1,2.6,3.8,i,0.6,0.5%,-3.4%,-0.8,1214,-0.292,-0.173,0.117,1.11,-0.2%,-0.27,899,-1.1%
CCN(CC)CCn1c(NC(=O)c2ccc(C(F)(F)F)cc2)nc2ccccc21,3.3,1.5,9.5,i,-3.4,0.0%,5.7%,0.4,1118,1.18,-0.233,0.334,-1.39,1.5%,-1.27,1301,2.2%
CC(=O)COc1ccc2c(-c3ccccc3)cc(=O)oc2c1,2.4,2.1,3.6,i,-8.7,1.1%[50 µM],0.4%,-4.3,483,0.919,-0.245,0.571,-0.901,5.3%,0.17,1314,0.5%
CCc1n(CC(O)COC2CCCCC2)c2ccccc2[n+]1C (stereo unspecified),2.5,0.9,7.0,i,-15.2,-0.2%,11.6%,-1.6,1079,0.473,-0.173,0.828,-0.4,-2.9%,-0.23,1457,-10.7%
CCN1CCN(C(=O)c2ccc3c(c2)S(=O)(=O)c2ccccc2C3=O)CC1,5.2,4.2,11.7,i,-2.6,-0.2%,6.2%,-1.5,1156,0.0196,-0.263,0.261,0.288,0.0%,-0.28,980,4.7%

# Six compounds from above, showing only M17LAP inhibition and K1F lysis inhibition:
molecule | M17LAP inhibition | K1F lysis inhibition
CCC(=O)N(Cc1cc(=O)[nH]c2ccccc12)c1cccc(C)c1 | -6.5% | 0.0%
CC1Oc2ccccc2N(CC(=O)NCc2ccc3c(c2)OCO3)C1=O (stereo unspecified) | 6.0% | 0.0%
CCN(CC)C(=O)CSc1nnc(COc2ccccc2)n1CC | -1.1% | 0.5%
CCN(CC)CCn1c(NC(=O)c2ccc(C(F)(F)F)cc2)nc2ccccc21 | 2.2% | 0.0%
CC(=O)COc1ccc2c(-c3ccccc3)cc(=O)oc2c1 | 0.5% | 1.1%[50 µM]
CCc1n(CC(O)COC2CCCCC2)c2ccccc2[n+]1C (stereo unspecified) | -10.7% | -0.2%
